Source: PubChem BioAssay (several laboratories)
XIAP antagonists = small molecules displacing peptide from XIAP – biochemical, IAP family, fluorescence polarization (AID 1018). displacement, % at 20 µM, or IC50 in µM where a hit was titrated. 200,000 tested, 0.007% active. XIAP BIR domain, fluorescence polarization peptide displacement; higher % means a stronger effect; in the data active = displacement above about 50%; also: a part of the inactive calls stands beside numbers as strong as those of hits
SV40 large T antigen = TAg ATPase/helicase activity blockers – biochemical (AID 1903); SV40 large T antigen ATPase/helicase inhibition assay; higher % means a stronger effect; inhibition, % at 20 µM; hits with a dose series show IC50 in µM; 310,000 tested, 0.39% active; in the data active = a potency from the dose series; also: strong numbers were not always called active
HIV peptide binding = inhibitors of HIV fusion peptide binding, primary screen, biochemical, uHTS, fluorescence dequenching (AID 1986); cell-free peptide binding, fluorescence dequenching, 30 min; higher % means a stronger effect; inhibition, % at 20 µM; hits with a dose series show IC50 in µM; 290,000 tested, 0.3% active; in the data active = inhibition mostly above about 52%, no sharp cut-off; inactive = mostly below about 76%; also: some results filed as inactive read as strong as hits
AID2073 = inhibitors of Mint1-CaV2.2 protein interaction, biochemical, HTRF (AID 2073). HTRF protein-protein interaction, Mint1-CaV2.2; higher % means a stronger effect. inhibition, % at 20 µM, or IC50 in µM where a hit was titrated. 290,000 tested, 0.19% active; in the data active = inhibition mostly above about 51%, no sharp cut-off; also: some results filed as inactive read as strong as hits
Siah-1 displacement = blockers of Siah-1 interaction with plectin peptide – biochemical, fluorescence polarization, rhodamine-plectin, uHTS, primary screen (AID 1817). Siah-1 / rhodamine-plectin peptide fluorescence polarization; higher % means a stronger effect. displacement, % at 20 µM, or IC50 in µM where a hit was titrated. 290,000 tested, 0.02% active;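 active = displacement of at least 50% at 20 µM, with a fluorescence ratio check between 0.3 and a set limit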;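 also: plate controls were Siah plus tracer with DMSO for no effect and tracer alone without Siah for full effect; strong numbers were not always called active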
MgcRacGAP inhibition = MgcRacGAP GTPase-activating activity inhibitors, confirmation, biochemical, ADP Hunter fluorescence; AID 624330; 340,000 tested, 0.6% active; MgcRacGAP-stimulated Rac1 GTP hydrolysis, ADP Hunter fluorescence; higher % means a stronger effect; GST-tagged Rac1 F28L mutant substrate; inhibition, % at 30 µM; hits with a dose series show IC50 in µM;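 active = first-screen hits whose inhibition reached a set limit at any dose in the follow-up dose series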;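 also: fluorescence reports GDP produced by GAP-driven GTP hydrolysis; strong numbers were not always called active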
LYP phosphatase = PTPN22 lymphoid phosphatase activity blockers – biochemical, fluorescence intensity, uHTS (AID 1779). 290,000 tested, 0.054% active. inhibition, % at 11.5 µM; hits with a dose series show IC50 in µM. recombinant LYP phosphatase, fluorescence intensity; higher % means a stronger effect; in the data active = inhibition above about 50%;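 also: plate controls were vehicle with enzyme for no effect and no enzyme for full effect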
RSV CPE inhibition = inhibition of RSV-induced cytopathic effect – HEp-2 cells, primary 10 µM value included (AID 2391) | 310,000 tested, 0.13% active | HEp-2 cells, RSV-induced CPE inhibition; higher % means a stronger effect | CPE inhibition, % at 10 µM; hits with a dose series show IC50 in µM; in the data active = a potency from the dose series; also: strong numbers were not always called active
Dengue-2 NS5 capping = Dengue-2 NS5 methyltransferase inhibitors, primary screen, biochemical, confirmation dose response (AID 588689) | inhibition, % at 25 µM; hits with a dose series show IC50 in µM | Dengue-2 NS5 methyltransferase capping enzyme assay, biochemical; higher % means a stronger effect | 340,000 tested, 0.3% active; in the data active = a potency from the dose series
Dengue-2 NS5 capping pilot replicate = second read-out of Dengue-2 NS5 capping, no call of its own (marks repeat the call); inhibition, %; measured here: pilot screen replicate inhibition
Active calls of the source: *; x = not tested or not shown; & = joins results of further samples.

SMILES | XIAP antagonists | SV40 large T antigen | HIV peptide binding | AID2073 | Siah-1 displacement | MgcRacGAP inhibition | LYP phosphatase | RSV CPE inhibition | Dengue-2 NS5 capping | others
Fc1ccc(N/N=C/c2ccncc2)c(F)c1 | -9.7% | 11% | 1.3% | -4% | -3% | 1% | 3% | 3.6% | -5%
COc1ccc(S(=O)(=O)N2CC(O)CC2C(=O)OCc2nc3sc(C)c(C)c3c(=O)[nH]2)cc1 (configuration not stated) | -7.2% | 20% | 11% | 7% | -1% | 6% | 7% | 3.0% | 1%
Cc1cccc(-n2c(=O)c3c4c(sc3n3c(=S)[nH]nc23)CCC4)c1 | -2.5% | 34% | 4.8% | -15% | -6% | x | 5% | x | x
CCOC(=O)c1sc(NC(=O)COC(=O)c2ccco2)nc1C | -6.5% | 13% | 1.2% | 7% | 0% | 3% | 4% | 3.7% | 2%
CC(C)c1cc(C(=O)NNC(=S)NC2CCCCC2)cs1 | x | 15% | -0.9% | -22% | 1% | 3% | -11% | 11% | -2%
CN(C)S(=O)(=O)c1cccc(-c2cn3cccnc3n2)c1 | -4.0% | 5% | 0.0% | 24% | 1% | 1% | -28% | 3.2% | -5%
COc1cccc(C2C=C(c3ccc(Br)s3)Nc3ncnn32)c1OC (configuration not stated) | -2.9% | 8% | 36% | 15% | -1% | 14% | -2% | 4.9% | 25%
Cc1ccc2nc3c(cc(C(N)=S)c(=N)n3CCCOC(C)C)c(=O)n2c1 | 0.8% | 23% | 0.4% | -5% | -1% | 19% | -16% | 4.2% | 10%
CN(C)CCNC(=O)c1scc2c1CCCC2 | x | 14% | 0.0% | 6% | 7% | 12% | -6% | -0.2% | -5%
CC1CN(C(=S)SCCN2Cc3ccccc3C2=O)CC(C)O1 (configuration not stated) | -9.3% | 4% | -1.3% | 11% | -4% | 9% | -1% | 2.6% | -2%
COc1ccc(Cn2c(-c3ccc(Br)cc3)c[n+]3ccccc23)cc1 | -4.8% | 4% | -1.8% | 1% | 16% | 3% | -4% | 3.1% | -6%
Cc1ccc(S(=O)(=O)N/N=C\c2ccc3c(c2)OCO3)cc1 | -4.1% | -2% | -2.1% | -5% | -6% | 3% | -6% | 5.3% | -5%
Cn1cc(C(=O)NC2CCCCC2)c(=O)c2cc(S(=O)(=O)N3CCCC3)ccc21 | -5.1% | 10% | -1.7% | -4% | 1% | 7% | -2% | 5.5% | 1% | Dengue-2 NS5 capping pilot replicate=4.5
CCC(=O)N1CCN(c2ccc(NC(=O)c3cc4ccccc4o3)cc2)CC1 | -5.1% | 19% | -0.7% | 6% | -5% | 12% | -4% | 2.6% | -4%
Cc1ccc(-n2nc(C)c(NC(=O)CCl)c2C)cc1 | -0.3% | 10% | 1.1% | -2% | 1% | 1% | -6% | 2.7% | -1%
Cn1ccnc1SCC(=O)Nc1ccc(Br)cc1C(F)(F)F | x | 20% | 0.4% | 5% | 4% | 11% | -6% | 1.9% | -6%
COc1ccc(C(=O)NCCN2CCN(C(=O)c3ccc(OC)cc3)CC2)cc1 | x | 18% | -0.5% | -1% | 4% | 9% | -10% | 0.8% | 1%
Cc1sc(-c2ccccn2)nc1OC(=O)c1ccc(Cl)c(Cl)c1 | -0.9% | 17% | 7.0% | -16% | 0% | 8% | -1% | 1.8% | -5%
CCOC(=O)c1c(NC(=O)C(F)(OC)C(F)(F)F)sc2c1CCN(C)C2 (configuration not stated) | -5.4% | 6% | 5.8% | 16% | -3% | 5% | 10% | -1.0% | -1%
COc1cc(/C=N/NC(=O)c2ccccn2)ccc1OC(=O)c1ccc(Br)cc1 | x | 9% | 0.8% | 8% | 1% | 9% | -4% | 3.4% | -2%
COc1ccc(C(=O)c2oc3ccc(Br)cc3c2NC(C)=O)cc1 | -0.1% | 3%&7% | -1.4% | 21% | -1% | -4% | -9% | 1.4% | -6%
CCCC(=O)Nc1c(-c2ccccc2)c(=O)c(C)nn1-c1ccc(Cl)cc1 | -9.2% | 14% | 1.1% | -3% | 17% | 13% | 2% | 0.1% | 1%
Cc1ccccc1-c1nc(CS(=O)CC(=O)NC2CC2)c(C)o1 (configuration not stated) | x | 11% | -1.2% | 10% | 1% | 9% | -2% | -0.2% | -12%
CC1CCCC(C)N1C(=O)Cn1c(SCC(=O)NCc2ccc3c(c2)OCO3)nc2ccccc21 (configuration not stated) | -1.2% | -2% | 2.1% | 10% | -2% | 7% | 4% | -1.0% | 0%
Cc1ccc(NC(=O)C(C)c2ccc(-c3ccccc3)c(F)c2)c(C)c1 (configuration not stated) | -5.3% | -2% | -0.3% | 5% | 2% | 12% | 1% | 1.0% | 6%

Ordered by formula weight (high to low): part of the list above
SMILES | XIAP antagonists | SV40 large T antigen | HIV peptide binding | AID2073 | Siah-1 displacement | MgcRacGAP inhibition | LYP phosphatase | RSV CPE inhibition | Dengue-2 NS5 capping | others
COc1ccc(S(=O)(=O)N2CC(O)CC2C(=O)OCc2nc3sc(C)c(C)c3c(=O)[nH]2)cc1 (configuration not stated) | -7.2% | 20% | 11% | 7% | -1% | 6% | 7% | 3.0% | 1%
COc1cc(/C=N/NC(=O)c2ccccn2)ccc1OC(=O)c1ccc(Br)cc1 | x | 9% | 0.8% | 8% | 1% | 9% | -4% | 3.4% | -2%
COc1ccc(C(=O)c2oc3ccc(Br)cc3c2NC(C)=O)cc1 | -0.1% | 3%&7% | -1.4% | 21% | -1% | -4% | -9% | 1.4% | -6%
Cc1sc(-c2ccccn2)nc1OC(=O)c1ccc(Cl)c(Cl)c1 | -0.9% | 17% | 7.0% | -16% | 0% | 8% | -1% | 1.8% | -5%
Cc1ccc(-n2nc(C)c(NC(=O)CCl)c2C)cc1 | -0.3% | 10% | 1.1% | -2% | 1% | 1% | -6% | 2.7% | -1%

Later entries
SMILES | XIAP antagonists | SV40 large T antigen | HIV peptide binding | AID2073 | Siah-1 displacement | MgcRacGAP inhibition | LYP phosphatase | RSV CPE inhibition | Dengue-2 NS5 capping | others
COc1ccc(N2CCN(C3CCCN(Cc4ccc(F)cc4)C3)CC2)cc1 (configuration not stated) | x | 28% | 2.0% | 0% | 5% | 12% | -6% | -1.1% | -8%
CCCCSc1ncc(C(=O)OCC)c(N)n1 | -5.8% | 10% | -0.2% | 12% | 5% | 12% | -3% | -0.3% | -2%
Cc1ccc(C(=O)c2ccc(N3CCOCC3)c(F)c2)cc1 | -1.5% | 1% | -1.6% | 6% | -3% | 12% | -5% | 0.7% | 6%
CC(c1ccccn1)N(C)C(=O)c1ccc2nc(Cc3ccccc3F)oc2c1 (configuration not stated) | x | 27% | 1.1% | 6% | 2% | 9% | -8% | 3.2% | -1%
Cc1cc(CNC(=O)c2cccnc2Cl)c2ccccc2n1 | -9.0% | 7% | -1.7% | -7% | -1% | 4% | -10% | 1.8% | -5%
CCc1nn(C(C)C(=O)N(C)Cc2ccccc2)c(=O)c2cc3occc3n12 (configuration not stated) | x | 9% | -1.2% | 4% | 0% | -28% | -10% | 4.8% | -7%
O=C(CNCc1cccs1)NC12CC3CC(CC(C3)C1)C2 | -4.0% | 1% | 2.7% | -11% | 6% | 22% | -7% | -0.9% | -5%
Cc1snc(SCC(=O)N/N=C(\N)COc2ccc(F)cc2)c1C#N | -5.4% | 6% | -1.5% | -24% | -3% | 0% | -3% | -1.7% | -8%
COCCNc1ccc(-c2n[nH]c(=O)c3ccccc23)cc1[N+](=O)[O-] | x | 20% | -1.4% | -8% | -3% | -8% | -1% | 0.1% | -3%
OCC[C@H]1C[C@H](O)[C@@H](O)[C@]2(CCCO2)O1 | x | 0% | x | x | x | 8% | x | 0.9% | -5%
CC1Cc2ccccc2N1C(=O)COc1ccc2c(c1)OCO2 (configuration not stated) | -3.9% | 3% | -0.2% | 21% | 3% | -13% | -2% | 5.4% | -7%
O=C(CSc1nnc(-c2ccco2)o1)N1c2ccccc2CCc2ccccc21 | -3.9% | 1% | -3.5% | -2% | 0% | 6% | -5% | 11% | -3%
CC(=O)Nc1ccc(S(=O)(=O)N2CCCC2C(=O)Nc2ccc3c(c2)OCCO3)cc1 (configuration not stated) | -3.1% | 25% | -1.0% | 4% | 0% | 8% | -9% | -0.8% | x
Cc1c(C(C)(C(=O)O)c2c(C)n(C)c3ccccc23)c2ccccc2n1C | x | 5% | 3.7% | 13% | 0% | x | -1% | 4.2% | x
O=C(CCCn1c(=O)[nH]c2ccccc2c1=O)N1CCN(c2ccccn2)CC1 | -3.2% | 0% | -0.9% | 2% | 1% | 9% | -3% | 2.8% | -8%
Cc1c(NC(=O)c2ccc(-c3ccc([N+](=O)[O-])cc3Cl)o2)c(=O)n(-c2ccccc2)n1C | -3.2% | 8% | 2.3% | 12% | 11% | 3% | -5% | 10% | 8%
Cc1cccc(-n2nc3c(c2NC(=O)c2ccc4c(c2)OCO4)CS(=O)(=O)C3)c1C | x | 9% | -0.8% | 6% | -1% | 6% | -10% | 1.6% | -2%
COc1ccc(S(=O)(=O)NC(C)C(=O)Nc2cccc(C(C)=O)c2)cc1 (configuration not stated) | -3.8% | -1% | -0.9% | -5% | 7% | 9% | 0% | 0.3% | -1%
CCOC(=O)C1CCN(C(=O)c2ccc(C)c(S(=O)(=O)N3CCCC3)c2)CC1 | x | 2% | -1.0% | 6% | -6% | -10% | -5% | -0.4% | 1%
O=C(COC(=O)c1ccc(Cl)s1)c1ccc[nH]1 | -5.1% | 11% | -1.3% | 12% | 1% | -6% | -3% | 4.2% | -1%
Cc1ccc(S(=O)(=O)N2CCN(C(=O)C(C)Cn3cncn3)CC2)cc1 (configuration not stated) | x | 13% | 0.4% | 6% | 0% | 4% | -7% | 2.2% | 4%
COc1ccc(OC)c2sc(NC(=O)c3cccc(N4C(=O)CCC4=O)c3)nc12 | x | 8% | 0.1% | 23% | 7% | 9% | -8% | 3.7% | -2%
CCSc1cc(C)nc2c(-c3ccccc3)c(C)nn12 | -2.3% | 9% | 0.1% | -1% | 0% | 2% | 0% | 13% | -9%
Cc1cccc2cc(C3CC(c4cccs4)=NN3C(=O)CCC(=O)O)c(Cl)nc12 (configuration not stated) | -11% | 10% | 4.7% | 14% | 6% | 4% | 1% | 2.3% | -8%

The order is random; 1.7% or so of the library scored in one or more.
